High-throughput results: PubChem BioAssay, several laboratories
CTSL1 counter = Fasciola hepatica cathepsin L1 inhibitors, primary screen, counter-screen for PFM18AAP inhibitor project, biochemical, QFRET, fluorogenic peptide substrate; 300,000 tested, 0.49% active; recombinant F. hepatica cathepsin L1, Z-Leu-Arg-MCA fluorescence; AID 1906, 2009; inhibition, % at 5.96 µM;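 active means inhibition above the mean of all tested compounds plus 3 SD, set per screening campaign, cut at about 17% in these data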;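 further: 0% = plate median of test compound wells and 100% = 1 µM Z-Phe-Ala-diazomethylketone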
TPT1 inh = Candida albicans TPT1 enzyme inhibitors, primary screen, biochemical, fluorescence polarization. tRNA 2'-phosphotransferase TPT1 (Candida albicans SC5314). inhibition, % at 5 µM. recombinant caTPT1, FP RNA substrate dephosphorylation. 300,000 tested, 0.81% active;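 active means inhibition above the mean of all tested compounds plus 3 SD, set per screening campaign, cut at about 24% in these data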;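 further: plate controls were DMSO alone for no effect and ferristatin control at 100 nM for full effect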
PREPL inhibitor = PREPL enzyme inhibitors, primary screen, biochemical, fluorescence polarization; Prolyl endopeptidase-like (Homo sapiens), Q4J6C6; inhibition, % at 5.96 µM; recombinant PREPL, fluorescence polarization activity-based probe; 320,000 tested, 0.68% active; AID 2751, 2010; in the data active means inhibition above about 43%;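 further: 0% = enzyme with DMSO and 100% = wells lacking enzyme; many of its hits are not listed in these tables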
Target sequence (Q4J6C6 whole entry, looked up): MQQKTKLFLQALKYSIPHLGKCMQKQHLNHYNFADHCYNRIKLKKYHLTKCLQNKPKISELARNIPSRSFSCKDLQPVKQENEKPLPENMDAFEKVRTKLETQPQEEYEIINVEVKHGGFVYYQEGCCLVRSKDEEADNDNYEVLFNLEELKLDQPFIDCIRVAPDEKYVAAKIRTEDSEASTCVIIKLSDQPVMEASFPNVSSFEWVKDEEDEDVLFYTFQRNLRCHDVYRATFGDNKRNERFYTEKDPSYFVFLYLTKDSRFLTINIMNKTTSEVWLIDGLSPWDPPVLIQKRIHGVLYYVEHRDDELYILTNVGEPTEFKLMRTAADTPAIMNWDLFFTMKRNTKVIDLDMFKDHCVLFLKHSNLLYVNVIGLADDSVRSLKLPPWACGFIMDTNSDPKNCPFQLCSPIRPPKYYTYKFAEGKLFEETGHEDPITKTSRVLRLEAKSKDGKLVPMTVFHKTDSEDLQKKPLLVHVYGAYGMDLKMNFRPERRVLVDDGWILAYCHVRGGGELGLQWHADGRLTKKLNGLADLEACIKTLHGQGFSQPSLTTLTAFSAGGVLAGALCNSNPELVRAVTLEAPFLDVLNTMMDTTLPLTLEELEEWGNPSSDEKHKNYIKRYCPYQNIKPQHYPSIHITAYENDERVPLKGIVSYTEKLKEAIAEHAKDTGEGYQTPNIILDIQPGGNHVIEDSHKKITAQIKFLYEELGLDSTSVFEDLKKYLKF
Efflux pump mplx = inhibitors of Candida efflux pumps in yeast, primary screen, S. cerevisiae, Nile Red, multiplex; AID 485275, 2010; S. cerevisiae Candida pump triplex; inhibition, % at 10 µM; 330,000 tested, 0.44% active;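 active means plate passing quality check with inhibition over a set limit, or well fluorescence over plate mean plus 4 SD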;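 further: Nile Red retained in pooled yeast measured as flow cytometry median fluorescence; 0% = buffer negative control and 100% = Enniatin B positive control; higher means more Nile Red kept so more efflux inhibition; some compounds called inactive have numbers as strong as hits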
core dimer inh = inhibitors of HCV core protein dimerization, primary screen, biochemical, TR-FRET, high-throughput; TR-FRET GST/Flag-core106 dimerization, 1536-well; inhibition, % at 5 µM; 300,000 tested, 0.33% active; AID 1899, 2009;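 active means inhibition above the mean of all tested compounds plus 3 SD, set per screening campaign, cut at about 45% in these data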
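test system = GST/Flag-tagged HCV core106 proteins | probe or stimulus = Eu donor and XL665 acceptor anti-tag antibodies | times = compound-protein-antibody incubation 4 h at 22.5 °C | signal = TR-FRET, excitation 340 nm, emission 617 and 671 nm | measure = percent inhibition of core106 dimerization signal | controls = wells lacking GST-core106 and wells with excess unlabelled core106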
PP1 inh = PP1-alpha phosphatase inhibitors, primary screen, counter-screen for PP5 inhibitor project, biochemical, fluorescence, OMFP substrate, single point. Serine/threonine-protein phosphatase PP1-alpha catalytic subunit (Homo sapiens), P62136. inhibition, % at 6.7 µM. 320,000 tested, 0.9% active. purified PP1alpha;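 active means inhibition above the mean inhibition of all tested compounds plus 3 SD, computed separately for each screening campaign, cut at about 15% in these data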
PP5 inh = PP5 phosphatase inhibitors, primary screen, biochemical, fluorescence | Serine/threonine-protein phosphatase 5 (Homo sapiens), P53041 | purified PP5c, OMFP substrate fluorescence | inhibition, % at 6.7 µM | 320,000 tested, 0.18% active;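 active means inhibition above the campaign's mean inhibition across all tested compounds plus 3 SD, cut at about 9.5% in these data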;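 further: 0% = DMSO only and 100% = 100 µM cantharidin control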
GASC-1 inh = inhibitors of GASC-1 histone demethylase, primary screen, biochemical, fluorescence, DELFIA europium | GST-JMJD2C(1-420) H3K9me3 demethylation | Lysine-specific demethylase 4C (Homo sapiens), Q9H3R0 | 330,000 tested, 0.069% active | AID 2099, 2009 | inhibition, % at 2.35 µM;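 active means more than half of a compound's replicate wells show inhibition beyond 50%, single wells judged on their own value; inconclusive means some, but no more than half, of replicates pass 50% inhibition; inactive means no replicate passes 50% inhibition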;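 further: signal counts dimethyl H3K9 product captured on neutravidin plate; 0% = median of DMSO wells and 100% = 0.3 times that DMSO median; strong numbers were not always called active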
LYPLA2 inh = LYPLA2 inhibitors, primary screen, counter-screen for PME1 inhibitor project, biochemical, fluorescence polarization, FP-Rh probe ABPP. 320,000 tested, 0.38% active. inhibition, % at 5.9 µM. recombinant LYPLA2. Acyl-protein thioesterase 2 (Homo sapiens), O95372;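 active means inhibition above the screen-wide mean plus 3 SD, limit set per campaign, cut at about 26% in these data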;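 further: 0% = LYPLA2 with DMSO and 100% = wells lacking LYPLA2 enzyme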
Target sequence (O95372 whole entry, looked up): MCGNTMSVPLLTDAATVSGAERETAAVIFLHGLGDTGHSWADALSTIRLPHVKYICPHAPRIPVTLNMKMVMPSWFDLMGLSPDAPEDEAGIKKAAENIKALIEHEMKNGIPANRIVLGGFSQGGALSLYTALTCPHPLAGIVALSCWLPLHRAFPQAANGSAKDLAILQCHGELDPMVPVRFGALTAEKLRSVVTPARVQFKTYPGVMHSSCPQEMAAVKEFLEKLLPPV
The depositor's hits bear a star; ? = inconclusive; nt = no result given; & = joins results of further samples.

Order of results: CTSL1 counter | TPT1 inh | PREPL inhibitor | Efflux pump mplx | core dimer inh | PP1 inh | PP5 inh | GASC-1 inh | LYPLA2 inh
CC1CCC(NC(=O)C2(C)CCC(=O)N2Cc2cccnc2)CC1 (configuration not stated)
 : -1 | -2 | -6 | 0.0 | -5 | -3 | 1.9 | 10 | -1
Cc1ccc(S(=O)(=O)N2CCCCC2)cc1C(=O)Nc1ccc(S(=O)(=O)Nc2ncccn2)cc1
 : 4 | 3 | 4 | 0.0 | 7 | -5 | 3.3 | 1 | 4
CCOc1ccc2nc(N3CCCC(C(=O)NCC4CCCO4)C3)sc2c1 (configuration not stated)
 : -2 | -2 | 13 | -0.1 | -1 | 3 | -0.7 | 4 | 11
NS(=O)(=O)c1ccc(CCNC(=O)c2ccccc2Cc2ccccc2)cc1
 : 1 | 0 | -5 | 0.1 | 5 | -1 | 3.2 | 0 | 4
CC(C)=CCC/C(C)=C/C=N/NC(=O)c1cccc([N+](=O)[O-])c1
 : 0 | 0 | 4 | -0.1 | -4 | -5 | 1.3 | 2 | -4
O=C(CCC(=O)Nc1ccccc1)NNC(=O)c1ccco1
 : -8 | 1 | 2 | 0.0 | -1 | -1 | 0.7 | 11 | 4
COc1cc(C)ccc1OCCON1C(=O)CCC1=O
 : 2 | 0 | 2 | 0.1 | -3 | 0 | -1.3 | -7 | -3
O=C(COC(=O)c1ccc2ncsc2c1)NC(=O)NCc1ccccc1
 : -2 | -3 | 9 | 0.0 | -4 | 3 | -1.7 | 52 | -2
COc1cc(C(CC(=O)Nc2ncccc2C)N2Cc3ccccc3C2=O)cc(OC)c1OC (configuration not stated)
 : -1 | -2 | 22 | -0.2 | -19 | 1 | 0.5 | -8 | -4
COC(=O)c1cc(Br)ccc1NC(=O)CSCc1c(C)noc1C
 : nt | nt | 1 | -0.2 | nt | -1 | 0.7 | nt | 3
CCCCCCCCCCCCC(NC(C)=O)(C(=O)OCC)C(=O)OCC
 : 3 | -1 | 2 | 0.3 | -2 | -1 | 3.5 | 5 | 8
CCOC(=O)c1cnn(-c2ccccc2)c1-n1cccc1C(=O)C(=O)N(C)C
 : -2 | -6 | 23 | -0.1 | -1 | 1 | -2.1 | -13 | 11
COC(=O)c1ccccc1NC(=S)NC(NC(=O)COc1ccccc1)C(Cl)(Cl)Cl (configuration not stated)
 : 3 | 2 | -25 | 0.0 | 13 | 5 | 5.3 | -1 | 1
COc1ccc(CN2C(=O)c3cccc4cccc2c34)cc1F
 : -7 | -2 | 9 | 0.1 | -5 | 9 | 2.9 | -3 | 0
Cn1c(C(=O)N2CCCC(C(=O)NCc3cccs3)C2)cc2sccc21 (configuration not stated)
 : -2 | 1 | -11 | 0.0 | -1 | 0 | 0.7 | 1 | -6
COc1ccc(C(=O)OC2CCCCC2CN(C)C)cc1 (configuration not stated)
 : -1 | -1 | 18 | -0.2 | -1 | 0 | -1.7 | -1 | 15
Fc1cccc(Cc2noc(CN3CCC(c4ccncc4)CC3)n2)c1
 : 2 | -1 | 6 | -0.1 | 5 | 2 | 2.8 | 6 | 6
COc1ccc(Nc2nc(-c3cccs3)cs2)c(OC)c1
 : 4 | 1 | 14 | 0.2 | -10 | 1 | 3.2 | 7 | 17
O=C(c1ccccc1)N(c1ccccc1)C1C=CS(=O)(=O)C1 (configuration not stated)
 : 0 | -5 | -2 | 0.0 | 3 | 2 | 0.3 | -1 | -8
CC1=Nc2ccccc2/C1=C/c1sc(=O)n(CC(=O)N2CCCC2)c1O
 : 0 | 6 | 5 | 0.2 | 6 | 5 | 3.0 | 1 | -4
COc1ccc(NC(=O)c2cc(-c3ccc(OC)c(OC)c3)on2)cc1OC
 : 1 | -2 | -5 | 0.6 | 1 | -4 | 0.7 | 1&-9 | 0
CC1CN(S(=O)(=O)c2cccc(C(F)(F)F)c2)CN1C(=O)N1CCOCC1 (configuration not stated)
 : 2 | 1 | -1 | -0.2 | -4 | 0 | -2.4 | 23 | 9
CN(c1ccccc1)S(=O)(=O)c1ccc(NC(=O)c2nc(S(C)(=O)=O)ncc2Cl)cc1
 : -3 | 0 | -8 | 0.1 | 13 | 0 | 2.1 | 0 | -3
COc1cc(N=Cc2c(O)[nH]c3ccccc23)cc(OC)c1OC
 : 14 | -1 | 18 | 0.1 | -26 | -6 | 0.2 | 11 | -2
Nn1c(=O)c2ccccc2n2c(SCc3ccccc3)nnc12
 : 1 | -8 | -4 | -0.1 | 1 | -2 | -1.4 | 27 | -1
O=C(N/N=C/c1cccnc1)c1ccccc1OCc1ccc(Br)cc1
 : 6 | -2 | -23 | -0.1 | 0 | 3 | 0.1 | 35 | -4
CCNC(=O)COC(=O)c1sccc1C
 : 0 | 2 | -5 | 0.0 | -2 | 7 | 1.3 | -6 | 0
COc1ccc(-c2nnc(NC(=O)c3ccc(S(=O)(=O)N(C)CC4CCCO4)cc3)o2)c(OC)c1 (configuration not stated)
 : 1 | -2 | -1 | 0.0 | 5 | 13 | 2.6 | -15 | 0
COC(=O)c1c(C)n(-c2ccccc2)c2ccc(O)cc12
 : -1 | 0 | 6 | -0.2 | 0 | 4 | 3.9 | -10 | 1
CCCCC1CCC(/C(N)=N/O)CC1 (configuration not stated)
 : 2 | -2 | 0 | 0.0 | 3 | 2 | 1.7 | -6 | 1
O=C(NCC(=O)N(c1ccccc1)C(C(=O)NC1CCCCC1)c1cccnc1)c1ccco1 (configuration not stated)
 : 1 | -6 | 2 | -0.1 | -1 | -2 | 0.5 | 0 | 10
O=C(COc1ccccc1Br)N1CCN(C(=O)c2cccs2)CC1
 : nt | nt | 1 | -0.1 | nt | -2 | -0.5 | 2 | -2
CCN1CCN(CCC(=O)Nc2cc(OC)ccc2OC)CC1
 : 0 | -3 | -4 | 0.0 | -13 | -1 | 1.6 | -5 | 10
COc1ccc(Cl)cc1N(C(=O)c1ccco1)C(C(=O)NC1CCCC1)c1ccco1 (configuration not stated)
 : 0 | -2 | -5 | 0.1 | 6 | 3 | 1.0 | -3 | -1
O=[N+]([O-])c1cc(C(F)(F)F)cc([N+](=O)[O-])c1NCc1cccnc1
 : 1 | 3 | 2 | 0.0 | 1 | 3 | -1.8 | 2 | -1
Clc1ccc(C2=NNC(=NCc3ccc4c(c3)OCO4)SC2)cc1
 : -1 | 3 | -3 | 0.1 | -1 | 2 | 2.9 | 1 | -2
CN(CC1CCCO1)S(=O)(=O)c1ccc(C(=O)NCc2ccccc2)cc1 (configuration not stated)
 : -4 | -4 | 3 | 0.3 | 4 | 0 | 4.6 | 1 | -2
S=C(NC1CCCCC1)N1CCOCCOCCN(C(=S)NC2CCCCC2)CCOCC1
 : 1 | -1 | 16 | 0.2 | 7 | 1 | 9.8* | -10 | 0
COc1ccccc1CNC(=O)C(=O)NCC1CCCO1 (configuration not stated)
 : -5 | 4 | 16 | 0.5 | -3 | -7 | 1.5 | 3 | 6
O=c1c(C(c2ccc(Br)cc2)c2c(O)nc3n(c2=O)CCCS3)c(O)nc2n1CCCS2
 : -3 | 0 | 5 | 0.0 | 4 | -3 | -1.4 | ? | -2
CC(C)[C@H](NS(=O)(=O)c1ccc2c(c1)OCCO2)C(=O)OCC(=O)Nc1ccccc1Cl
 : -21 | -1 | 4 | 0.1 | -7 | 5 | 5.2 | -7 | 9
COc1ccc(C(=O)CSC2=C(C#N)C3(CCCCC3)C(C#N)=C(N)N2)cc1
 : -1 | 2 | 0 | -0.3 | 4 | 1 | 2.6 | 25 | -5
Cc1ccc(-c2[nH]nc3c2C(c2ccsc2)C(C#N)=C(N)O3)cc1 (configuration not stated)
 : -1 | -2 | -5 | -0.1 | -3 | -2 | 2.9 | -4 | 5
CCCCCCCc1nn2c(=O)cc(O)nc2s1
 : -1 | 1 | 17 | 0.0 | -7 | 2 | 1.5 | -15 | -5
CCN(CCNC(=O)C1CCN(S(=O)(=O)c2c(C)noc2C)CC1)c1ccccc1
 : 3 | -1 | 21 | -0.1 | -4 | -3 | 3.5 | -23 | -2
COC(=O)CCCCCCCCC(=O)Nc1nc2ccccc2s1
 : 5 | 2 | -7 | 0.0 | -5 | 1 | 1.1 | -8 | 5
COc1ccc(N2C(=O)CN=C2Nc2nc(C)cc(C)n2)cc1OC
 : -2 | -2 | 6 | 0.1 | -3 | -7 | 3.0 | -36 | 0
C=CCSc1nnc2c(n1)OC(c1ccco1)Nc1ccccc1-2 (configuration not stated)
 : -2 | -1 | 11 | -0.2 | 11 | -1 | -0.6 | -7 | 2
COc1cc(/C=N/NC(=O)Cc2ccccc2)cc(OC)c1OC
 : -2 | 2 | -4 | 1.0 | -1 | -5 | 3.4 | -9 | 4
Cc1sc(NC(=O)C2CCCO2)c(C#N)c1C (configuration not stated)
 : -1 | 5 | 4 | 0.2 | 2 | 1 | -0.8 | 148 | -8

Additional results follow.
Order of results: CTSL1 counter | TPT1 inh | PREPL inhibitor | Efflux pump mplx | core dimer inh | PP1 inh | PP5 inh | GASC-1 inh | LYPLA2 inh
CCN(CC)CCN(CC)Cc1ccccc1Br
 : 2 | 2 | 6 | 0.2 | -2 | -9 | 3.9 | 4 | -7
N#Cc1nc(COc2ccc(Cl)cc2Cl)oc1N1CCOCC1
 : -7 | -3 | 8 | 0.8* | 2 | 10 | 0.4 | -28 | 5
Cc1ccc2c(c1)oc(=O)n2CC(=O)c1ccccc1
 : -2 | -2 | -1 | 0.0 | 6 | 0 | -0.5 | -2 | 0
Cc1ccc(S(=O)(=O)N(Cc2ccccc2F)C(=O)N2CCN(C)CC2)cc1
 : 0 | 1 | -3 | 0.0 | 2 | -3 | -3.0 | 7 | -2
CCCCN1C2=C(C(=O)CCC2)C(c2ccc(Cl)c(Cl)c2)C2=C1c1ccccc1C2=O (configuration not stated)
 : -2 | -18 | 19 | 0.1 | 16 | -4 | 1.7 | 0 | 0
O=C(NS(=O)(=O)Oc1ccc(F)c(Cl)c1)OC[C@@H]1CCCN2CCCCC12 (some centres not stated)
 : -1 | 0 | 14 | -0.1 | -3 | 0 | 3.3 | -10 | -5
CC(C)C(NC(=O)/C=C/c1cccc([N+](=O)[O-])c1)C(C)C
 : -2 | -2 | 9 | -0.1 | -1 | -1 | -1.8 | -4 | 0
Cc1nc2c3ccccc3nc(SCC(=O)c3ccc(Cl)cc3)n2n1
 : 2 | -1 | 0 | 0.0 | 4 | -2 | 2.7 | -4 | 4

Some of the compounds tested (hit frequency here may not be typical).
